Assay outcomes (PubChem)
LmPK inh: inhibitors of Leishmania mexicana pyruvate kinase; hit rate 0.37% among 290,000; Q27686; purified LmPK, Kinase-Glo ATP luminescence, 1 h; Potency, µM (top dose mostly 57.5 µM), for the others: at the highest dose activity change, negative = inhibition, actives largely listed as inhibitors
Target sequence (Q27686 whole entry, looked up): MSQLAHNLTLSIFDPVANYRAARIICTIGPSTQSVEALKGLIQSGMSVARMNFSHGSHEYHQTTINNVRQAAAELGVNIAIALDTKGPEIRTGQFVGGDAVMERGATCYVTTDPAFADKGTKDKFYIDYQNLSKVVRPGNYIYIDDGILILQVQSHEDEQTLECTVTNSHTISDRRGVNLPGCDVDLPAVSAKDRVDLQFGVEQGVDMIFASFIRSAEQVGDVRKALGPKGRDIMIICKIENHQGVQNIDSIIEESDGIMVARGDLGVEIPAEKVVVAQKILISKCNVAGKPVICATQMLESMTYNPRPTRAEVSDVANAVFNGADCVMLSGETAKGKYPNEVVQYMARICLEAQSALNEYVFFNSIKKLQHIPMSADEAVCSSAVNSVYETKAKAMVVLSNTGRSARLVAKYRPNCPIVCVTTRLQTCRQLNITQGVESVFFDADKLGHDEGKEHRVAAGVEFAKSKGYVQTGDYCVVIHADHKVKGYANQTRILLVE
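In 50 mM imidazole pH 7.2 with 7 mM MgCl2, LmPK (0.1 nM) turned over PEP (0.5 mM) and ADP (0.1 mM) for 1 h at room temperature. Luciferase read-out of ATP.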
Pf growth 48h: P. falciparum growth inhibition at 48 hours (one generation) | Potency, µM (top dose mostly 28.7 µM), for inactives: at the top dose activity change, negative = inhibition, hits mostly inhibitors | P. falciparum luciferase growth in erythrocytes, 48 h | hit rate 5.9% among 310,000 | AID 504832
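Compounds are pin-transferred into medium, infected erythrocytes (2% hematocrit, 0.1% parasitemia final) are added, and plates sit one parasite generation at 37 C in 5% CO2. Detection reagent is then added and luminescence measured.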
Pf growth 96h: inhibits malaria parasite growth, 96 h. P. falciparum luciferase reporter growth, 96 h. Potency, µM (titrated, usually from 28.7 µM), for the others: at the top dose activity change, negative = inhibition, hits mostly inhibitors. hit rate 6.9% among 320,000. AID 504834
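Two parasite generations (96 h, 37 C, 5% CO2) of compound exposure in infected erythrocytes (0.05% parasitemia, 2% hematocrit). Luciferase-reporter P. falciparum; decreased luminescence indicates inhibited growth, aimed at apicoplast-acting delayed death.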
Sm TGR block: blocks Schistosoma mansoni thioredoxin glutathione reductase; AID 485364; hit rate 3% among 360,000; purified TGR, DTNB reduction, TNB absorbance 405 nm; Potency, µM (highest dose often 114 µM), for inactives: at the top dose activity change, negative = inhibition, most hits filed as inhibitors; also: nearly all actives have a fitted effect of over 60% in size
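TGR 20 nM + NADPH 100 uM (dispensed conc.), cpd preinc 15 min RT; start with NADPH (500 uM addition) then DTNB (15 mM addition). Kinetic TNB absorbance, 405 nm filter. Four-parameter Hill fit across titration.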
HCV inhibitor: HCV inhibition | hit rate 3.4% among 340,000 | Potency, µM (top dose mostly 41.8 µM), without a hit: at the highest dose activity change, negative = inhibition, usual class: inhibitors | AID 651820 | Huh7.5.1 HCVcc-Cre infection, luciferase reporter, 44 h
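A cell-based infection assay in which seeded cells (1,000 per well) receive test compound after 4 h, are inoculated with HCVcc-Cre at approximately 0.5 moi, and are incubated 44 h before luminescence detection.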
TbPYK inhibitor: T. brucei pyruvate kinase inhibition | Q57TT1 | TbPYK enzyme, Kinase-Glo Plus ATP luminescence, 45 min | Potency, µM (top dose mostly 76.8 µM), without a hit: top-dose activity, negative = inhibition, actives largely listed as inhibitors | hit rate 0.12% among 410,000; also: nearly all actives have a fitted effect of over 50% in size
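Luminescence from Kinase-Glo Plus, added after a 45-minute room-temperature reaction, served as the end-point read-out. The enzyme and substrate were preincubated with compound before ADP (130 uM final) initiated turnover. Concentration-effect curves came from normalized qHTS data.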
* marks the source's active call; other numbers are inactive results; ? = inconclusive; · = no result given; & = joins results of further samples; ! = a repeat was not active; [ ] = another dose, or the depositor's remark. Calls follow the shape of the dose curve; as a rule, active = well fitted curve in the direction sought with a large enough effect; inconclusive = small, poorly fitted or top-dose-only effect, or another doubt; inactive = no such curve, though single readings can be large; an effect the other way counts as inactive or inconclusive. % is scaled to controls: 0 for no effect and ±100 for the full control effect; potency is read from the fitted curve at half-maximal effect.

Every second line gives: Pf growth 96h, Pf growth 48h, LmPK inh, TbPYK inhibitor, Sm TGR block, HCV inhibitor
> COc1ccc(S(=O)(=O)NCc2ccc(C(=O)NCCCN3CCCC(C)C3)cc2)cc1 (configuration not stated)
  -14%, 10%, 3%, 2%, 2%, -16%
> C=CC[N+](C)(C)C/C(Cl)=C(\Cl)c1ccccc1
  ·, ?, 3%, -6%, -15%, 6%
> O=C(c1ccc(F)cc1)C(Cc1ccccc1)N1CCCCC1 (configuration not stated)
  38%[activator], 17%, -1%, 3%, 2%, 25%
> COc1cccc(/C=C2\SC(=O)N(CCC(=O)NCCCn3ccnc3)C2=O)c1
  -29%, -11%, 3%, -2%, 4%, -22%
> CC1OC(Nc2cccc3ccccc23)C(O)C(O)C1O (configuration not stated)
  0%, ·, 1%, 0%, 3%[11.4 µM], -27%
> Cc1ccc(C(=O)O/N=C2\CCS(=O)(=O)c3sccc32)cc1
  36%[activator], 5%, 2%, -1%, -15%, 10%
> CN(CC(=O)Nc1ccc(Cl)c(C(F)(F)F)c1)C(=O)CCC(=O)c1ccccc1
  ?, -24%, ·, -1%, -3%, 11µM*
> O=C(Nc1cc(S(=O)(=O)N2CCOCC2)ccc1N1CCOCC1)c1cccs1
  ?, -21%, ·, 1%, 0%, 20%
> O=C(NC(=S)Nc1ccccc1Br)c1ccco1
  ?, -6%, -4%, -5%, 35µM*, -21%
> O=C(COC(=O)/C=C/c1ccc(Cl)cc1)NCCC1=CCCCC1
  ?, -2%, -4%, 2%, -17%, 6%
> CC12CCC(=O)N1C(C(=O)NNC(=O)c1ccccc1F)CS2 (configuration not stated)
  7%, -17%, ·, 4%, -1%, 4%
> CCn1c2c(c(C)cc1=O)C(=O)CC(C)(C)C2
  -2%, 6%, 3%, -3%, -13%, 15%
> CC(=O)c1cccc(NC(=O)CN(C2CCCCC2)S(C)(=O)=O)c1
  -5%, -5%, -3%, -1%, 3%, 16%
> COc1cccc(CNC(=O)c2cccnc2Sc2ccccc2)c1
  ?, ?, -4%, 0%, 7%, -2%
> CC(C(=O)O)N1C(=O)/C(=C/c2cccn2C)SC1=S (configuration not stated)
  40%[activator], -1%, -2%, -19%, -3%, 0%
> Cc1cccc(OCC(=O)NCC(=O)N=Nc2c(O)[nH]c3ccc([N+](=O)[O-])cc23)c1
  25%, 14%, 3%, -2%, 0%, 2%
> COCCNC(=O)c1cccc(OC2CCN(Cc3ccc(C(=O)OC)cc3)CC2)c1
  ?, ?, -1%, -1%, 0%, ?
> Cc1ccc(N(Cc2ccc(C(=O)Nc3ccccc3C(=O)NCc3ccco3)cc2)S(C)(=O)=O)cc1C
  ·, 3.7µM*, 3%, 0%, -3%, ?
> Cc1cc(C)cc(N(C(=O)c2csnn2)C(C(=O)NC2CCCCC2)c2ccccn2)c1 (configuration not stated)
  -1%, ?, -2%, -9%, 1%, 6%
> O=[N+]([O-])c1ccc(NC(=S)NCc2ccc(F)cc2)cc1
  4.1µM*, ?, 1%, -9%, ?, ?
> CCOC(=O)C1CCCN(C(=O)CS(=O)(=O)Cc2ccccc2)C1 (configuration not stated)
  2%, 1%, 1%, -6%, -17%, 1%
> CC12CN(NC(=O)c3ccc(Cl)cc3)C3(C#N)CC1CCC23C (configuration not stated)
  ?, 2%, 1%, 1%, 2%, 14%
> S=C1Nc2cc(Cl)ccc2Sc2ccccc21
  16%, 9%, 3%, -5%, -9%, -8%
> CCOc1ccc(C)cc1S(=O)(=O)N1CCCCC1
  ·, -16%, 0%, -1%, -17%, 0%
> CC(C)(C)C(=O)CN1CCN(S(=O)(=O)c2ccc(F)cc2)CC1
  -13%, 21%, 3%, -5%, ?, 10%
> O=C(Cc1cccs1)Nc1ccc(C(=O)O)cc1
  ·, -9%, -12%, -19%, 12%, 10%
> O=C(CC(NC(=O)OCc1ccccc1)C(=O)O)OCc1ccccc1 (configuration not stated)
  24%, -23%, 0%, 2%, 6%, 6%
> COc1ccccc1NS(=O)(=O)c1ccc(C(=O)NCc2ccncc2)cc1
  22%, 42%[activator], ·, -11%, -12%, -7%
> COc1ccc(NC(=O)NC2CCCCCCC2)c(OC)c1
  ?, -3%, -1%, 3%, 0%, -8%
> COc1cccc(C(=O)Nc2ccc(C(=O)c3ccncc3)cc2)c1
  41%[activator], 0%, -1%, -6%, -9%, ?
> CCCn1c(NCc2ccccc2NS(=O)(=O)c2ccc(C)cc2)nc2ccccc21
  34%[activator], ?, 5%, -4%, -1%, ?
> COc1ccc(NC2=C(NC(C)=O)C(=O)c3ccccc3C2=O)cc1
  -1%, ?, -19%, -6%, 5%, ?
> CC(=O)NCCCC(=O)NNC1CC(=O)N(c2cccc(Cl)c2)C1=O (configuration not stated)
  20%, 9%, -3%, -8%, 11µM*, 8%
> OCCc1ccc(O)c(-n2nc3ccccc3n2)c1
  109%[activator], 88%[activator], 0%, 0%, 5%, 2%
> COc1cc(NC(=S)N2CCN(CCO)CC2)c(OC)cc1Cl
  -23%, 45%[activator], -1%, -4%, 1%, 12%
> CCOC(=O)COc1ncn(-c2ccccc2)n1
  ?, ·, -5%, 2%, -1%, 7%
> CCC1CCC(C(=O)NNC(=O)OC)CC1 (configuration not stated)
  113%[activator], 7%, -3%, -3%, 7%, -7%
> O=C1CSC(c2ccccc2F)N1c1ccccc1 (configuration not stated)
  8.3µM*, -16%, 2%, -10%, -9%, ?
> COc1ccc(/C=C/c2cc(-c3ccc(C)cc3)o[n+]2C)cc1
  0.15µM*, ?, 3%, -6%, -8%, ?
> Cc1nn(C2CCS(=O)(=O)C2)c(Cl)c1/C=C/C(=O)OCC(=O)c1c[nH]c2ccccc12 (configuration not stated)
  ?, ?, -1%, 0%, -3%, 22µM*
> COc1ccc2oc(=O)c(-c3nc(C)cs3)cc2c1
  22%, 184%[activator], ?, -19%, 11%, -9%
> CCCSC1=C(C#N)C(c2ccc(O)c(OC)c2)CC(=O)N1 (configuration not stated)
  -24%, ·, 9%, 1%, 3%, -5%
> CC1CC(C)CN(C(=O)COC(=O)c2c[nH]c3ccccc23)C1 (configuration not stated)
  27%, 8%, ·, 0%, -2%, 15%
> CC(=O)N1CCN(CC(O)COc2ccc(Br)cc2)CC1 (configuration not stated)
  ?, 4%, 1%, 13%, -16%, 10%
> C/C(=N/NC(=O)c1ccncc1)C1=C(O)CC(C)(C)CC1=O
  3%, 15%, -11%, 7%, -12%, 25%
> CCCCNS(=O)(=O)c1ccc2nc(SCC(=O)Nc3cc(C)cc(C)c3)[nH]c2c1
  ?, 22%, 3%, -7%, -5%, -13%
> O=C(C(NS(=O)(=O)c1cccs1)c1ccccc1)N1CCN(c2ccccc2)CC1 (configuration not stated)
  12µM*, ?, 1%, -24%, -2%, -5%
> COc1ccc(-n2nnnc2SCC(=O)Nc2ccccc2F)cc1
  ?, 4%, 8%, -4%, 4%, 4%
> CCOC(=O)c1c(-c2ccc(OC)cc2)csc1NC(=O)CNCc1ccco1
  -9%, ?, 4%, 8%, 15%, ?
> O=C(NCc1ccc2c(c1)OCO2)C1CCC(=O)N1C1CCCCC1 (configuration not stated)
  1%, 33%[activator], 8%, 2%, -28%, 6%
> COC(=O)CN(c1ccc(C)c(Cl)c1)S(C)(=O)=O
  5%, ?, 2%, -2%, -1%, 10%
> CCCCn1c(N)c(N(CCOC)C(=O)c2ccc(OCc3c(C)noc3C)cc2)c(=O)[nH]c1=O
  -25%, -21%, ·, -6%, -4%, 16%
> COc1ccccc1C(=O)NCCC(=O)NCCOc1ccccc1
  3%, -11%, -6%, 6%, 13%, -7%
> Cc1ccc(-c2nnc(-n3nc(C)cc3C)c3ccccc23)cc1
  -68%, -8%, 2%, 6%, -1%, 3%
> C/C(=N/NC(=O)c1cccnc1)C1=C(O)CC(C)(C)CC1=O
  ?, 3%, -6%, -4%, -12%, 6%
> COc1ccc(C2c3sc(=O)[nH]c3SC3C4CCC(C4)C23)cc1OC (configuration not stated)
  9.3µM*, ?, 0%, -10%, -1%, 15%
> O=C(N=C1SC2CS(=O)(=O)CC2N1c1ccc(F)cc1)C1CCCCC1 (configuration not stated)
  26%, 22%, 4%, 1%, 11%, 3%
> COc1ccc(CNC(=O)[C@@H](C)NC(=O)C2CCN(C(=O)[C@@H](N)CCSC)CC2)cc1
  13%, 12%, -7%, 2%, -27%, 20%
> CN1CCN(CCCc2c3c(cc4c2CCC4)CCC3)CC1
  -9%, 9%, -4%, -3%, -3%, ?
> Cc1cc(Cl)ccc1NC(=S)NC(C)(C)C
  ?, ?, -1%, 0%, 3%, 10%

Remaining list, next part
Every second line gives: Pf growth 96h, Pf growth 48h, LmPK inh, TbPYK inhibitor, Sm TGR block, HCV inhibitor
> O=C(NCc1ccco1)C(=O)c1cn(CC(=O)N2CCCCC2)c2ccccc12
  -15%, 8%, -5%, -3%, 0%, -7%
> CCOC(=O)NC(=O)COC(=O)CCCSc1nc2ccccc2s1
  52%[activator], -14%, -7%, 2%, 1%, 7%
> O=C(COc1ccccc1)Nc1sc2c(c1C(=O)NCc1cccnc1)CCCC2
  ?, ?, 1%, 3%, -1%, ?
> Nc1nc(CN2CCN(c3cccc(Cl)c3)CC2)nc(N2CCCc3ccccc32)n1
  ·, ?, 0%, -9%, -25%, 6%
> Cc1ccc(N(C)S(=O)(=O)c2cccc(C(=O)Oc3ccc4c(C)cc(=O)oc4c3)c2)cc1
  34%[activator], 4%, 4%, 0%, -8%, 8%
> O=S(=O)(c1ccc(N=C2NN=C(c3cc(F)ccc3F)CS2)cc1)N1CCOCC1
  ?, 2.3µM*, 1%, ?, -1%, 22µM*
> COc1cc2c(cc1OC)CN(C(=O)CSc1ccc(F)cc1)CC2
  -42%, -20%, ·, -1%, -3%, ?
> CSc1ccccc1NC(=O)Nc1cccc(Cl)c1C
  36%[activator], 31%, -5%, 2%, 16%, ?
> COc1ccc(-c2cc3c(=O)n(CC(=O)NCc4ccccc4OC)ncn3n2)cc1
  4%, -12%, -2%, 9%, -12%, 4%
> CN(CC(=O)Nc1ccccc1C(F)(F)F)C(=O)c1cc2c(s1)CCCCC2
  ?, ?, ·, 2%, -9%, -15%
> NC(N)=N/N=C/c1c(Cl)cccc1Cl
  3.7µM*!, 13µM*, -1%&2%, 1%&3%&-7%, 6%&-11%, -25%
> CCOC(=O)C1CCN(C(=S)Nc2ccc(CC)cc2)CC1
  ?, 50%[activator], -4%, -2%, 5%, -3%
> Cc1ccc(Oc2nc3ccccc3n3cccc23)cc1
  7%, -23%, -7%, -22%, -3%, 7.9µM*
> CCOC(=O)c1sc(=NC(=O)c2ccccc2)n(C)c1C
  90%[activator], 462%[activator], 10%, 0%, 2%, -9%
> O=C(Cn1nnc(N2CCCCC2)n1)c1ccc(Cl)c(Cl)c1
  45%[activator], 23%, 2%, 2%, -3%, -26%
> CC(C)(C)C(=O)Nc1ccccc1C(=O)N1CCCC1
  ?, 11%, -7%, 6%, 7%, 3%

Only Pf growth 96h and Sm TGR block (three entries from above):
Molecule | Pf growth 96h | Sm TGR block
O=C(COc1ccccc1)Nc1sc2c(c1C(=O)NCc1cccnc1)CCCC2 | ? | -1%
Nc1nc(CN2CCN(c3cccc(Cl)c3)CC2)nc(N2CCCc3ccccc32)n1 | · | -25%
Cc1ccc(N(C)S(=O)(=O)c2cccc(C(=O)Oc3ccc4c(C)cc(=O)oc4c3)c2)cc1 | 34%[activator] | -8%

Filtered by structure, those above containing bromine
Every second line gives: Pf growth 96h, Pf growth 48h, LmPK inh, TbPYK inhibitor, Sm TGR block, HCV inhibitor
> O=C(NC(=S)Nc1ccccc1Br)c1ccco1
  ?, -6%, -4%, -5%, 35µM*, -21%
> CC(=O)N1CCN(CC(O)COc2ccc(Br)cc2)CC1 (configuration not stated)
  ?, 4%, 1%, 13%, -16%, 10%
